# Screening results from PubChem BioAssay.
# MEP2-GFP yeast: modulators of TOR pathway MEP2-GFP in S. cerevisiae; S. cerevisiae MEP2-GFP strain, flow cytometry GFP, 3 h; 100% = DMSO control level; GFP response vs DMSO, % at 10 µM; 330,000 tested, 0.51% active; AID 2016;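 active means GFP response versus DMSO above a set limit, roughly screen mean plus 3 SD, cut at about 180% in these data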;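 further: median GFP fluorescence of the barcode-gated MEP2-GFP cells per well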
# EBNA-1 inh: blocks EBNA-1 binding to DNA. EBNA-1 DNA binding, fluorescence polarization. inhibition, % at 14.8 µM. 300,000 tested, 0.34% active; in the data active means inhibition above about 28%
# RPL19A-GFP yeast: alters RPL19A-GFP fluorescence in TOR pathway yeast screen; percent response vs DMSO, % at 10 µM; 330,000 tested, 0.3% active; S. cerevisiae RPL19A-GFP strain, flow cytometry, 3 h; stronger effect = lower value; AID 2025;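 active means percent response vs DMSO below 50%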;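 further: median channel GFP fluorescence of the barcoded RPL19A-GFP strain; ratio of sample median GFP to plate DMSO average so 100% = DMSO; lower means less RPL19A-GFP as with rapamycin TOR inhibition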
# AHR act: activates the human aryl hydrocarbon receptor. 320,000 tested, 2.5% active. P35869. activation, % at 5 µM. AHR-responsive luciferase reporter cells, luminescence; in the data active means activation above about 47%;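 further: 0% = vehicle wells and 100% = reference agonist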
# ZTA DNA inh: blocks Epstein-Barr virus ZTA, an EBNA-1 counter-screen | P03206 | ZTA-DNA binding, fluorescence polarization | inhibition, % at 11 µM | 320,000 tested, 0.15% active | AID 2234; in the data active means inhibition above about 33%
# proCasp7 act: activates human procaspase-7, counter-screen for procaspase-3 activators | activation, % at 8.5 µM | recombinant procaspase-7, Ac-DEVD-pNA absorbance 405 nm; D23A/D198A/D206A triple mutant, cannot self-cleave; scale: DMSO 0, 5 µM enzyme 100 | 330,000 tested, 0.093% active | P55210 | AID 463210;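 active means percent activation above the screen-wide mean plus 3 SD, cut at about 25% in these data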
#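 Assay system: Uncleavable procaspase-7 mutant enzyme | Input: 2 µM procaspase-7 mutant as dispensed | Timing: 1 h compound preincubation, 2 h substrate cleavage, 25 °C | Repeats: One well per compound | Control set: DMSO wells as 0%, DMSO with 5 µM added PC-7 as 100% | Technique: Epi-absorbance of released pNA at 405 nm, two timepoints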
# LAP4 TOR yeast: yeast TOR pathway LAP4-GFP modulation; S. cerevisiae LAP4-GFP multiplex, flow cytometry GFP, 3 h; median GFP as percent of DMSO wells; GFP response vs DMSO, % at 10 µM; 320,000 tested, 0.34% active;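 active means GFP response vs DMSO above a set limit, about the screen mean plus 3 SD, cut at about 150% in these data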
# proCasp3 act: activators of human procaspase-3. 330,000 tested, 0.11% active. activation, % at 8.5 µM. recombinant procaspase-3 D3A, Ac-DEVD-pNA absorbance 405 nm. P42574;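 active means activation above the mean of all tested compounds plus 3 SD, cut at about 21% in these data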;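 further: 0% = DMSO alone and 100% = DMSO wells spiked with extra 5 µM PC-3 D3A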
#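 material = Procaspase-3 D3A mutant | probe or stimulus = Ac-DEVD-pNA | compound = single dose, 8.5 µM nominal compound, 0.8% DMSO | timing = 1 h preincubation, 2 h reaction | measured by = 405 nm absorbance of p-nitroaniline, reads at 0 and 120 min | benchmarks = DMSO-only low control, 5 µM PC-3 D3A high control | repeats = singlicate, each compound tested once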
# Numbers without * were called inactive; . = not tested or not shown.
# Start of the data: the first 2 entries, ahead of the listing:
SMILES,MEP2-GFP yeast,EBNA-1 inh,RPL19A-GFP yeast,AHR act,ZTA DNA inh,proCasp7 act,LAP4 TOR yeast,proCasp3 act
Cc1onc(-c2ccccc2Cl)c1C(=O)Nc1ccc(Cl)cn1,91.5,3.9,93.7,-2.0,-19.6,7.1,109.8,3.5
CN(C)c1ccc(N2C(=NC(=O)CCC3CCCC3)SC3CS(=O)(=O)CC32)cc1 (stereo unspecified),94.9,0.9,97.0,0.4,9.2,3.5,92.6,9.7

# The listing (from the top)
SMILES,MEP2-GFP yeast,EBNA-1 inh,RPL19A-GFP yeast,AHR act,ZTA DNA inh,proCasp7 act,LAP4 TOR yeast,proCasp3 act
Cc1onc(-c2ccccc2Cl)c1C(=O)Nc1ccc(Cl)cn1,91.5,3.9,93.7,-2.0,-19.6,7.1,109.8,3.5
CN(C)c1ccc(N2C(=NC(=O)CCC3CCCC3)SC3CS(=O)(=O)CC32)cc1 (stereo unspecified),94.9,0.9,97.0,0.4,9.2,3.5,92.6,9.7
O=C(NCc1cccnc1)c1cnn2ccccc12,98.5,-2.4,101.1,13.7,6.2,3.3,104.4,0.2
COc1ccc(C(C)NC(=O)Cc2cccs2)cc1OC (stereo unspecified),96.0,-8.3,96.5,-1.0,0.5,2.9,94.1,-2.1
COc1ccc(-c2nc(CN3CCCCC3c3nccn3C)c(C)o2)c(C)c1C (stereo unspecified),102.3,4.7,97.9,5.4,8.1,-1.2,91.5,4.8
Cn1c(=NC(=O)CSCC(=O)N2CCCC2)sc2ccccc21,97.8,4.1,102.3,1.1,-8.0,8.8,100.3,4.4
Cc1nc(SCC(=O)N2CCN(C(=O)c3ccco3)CC2)c2c(C)c(C)sc2n1,104.5,7.8,99.9,0.1,14.7,16.2,103.5,6.0
COc1ccc(OC)c(S(=O)(=O)N2CCCC(C(=O)N3CCOCC3)C2)c1 (stereo unspecified),103.3,-8.1,101.6,2.1,-0.2,1.0,107.0,4.3
O=C(COc1c(F)c(F)c(C(F)(F)F)c(F)c1F)Nc1ccc(N2CCOCC2)c(Cl)c1,103.8,-3.8,98.5,3.3,0.6,-3.6,101.5,-1.7
O=c1[nH]c(CSc2nc3ccccc3s2)nc2ccccc12,98.6,6.3,97.9,65.7*,-17.8,-0.1,110.2,-0.8
CC1(C)CC(=O)CC(C)(C)N1OC(=O)c1ccccn1,106.6,-8.4,99.5,-0.4,-11.0,0.0,100.4,3.4
O=C(Cn1cnc2ccccc2c1=O)c1cccs1,97.0,-0.9,93.3,13.1,0.4,10.2,93.7,2.9
Cc1ccnc(NC(=O)COc2c(C)cc(C)cc2[N+](=O)[O-])c1,104.4,1.2,98.7,4.1,-12.8,-4.8,90.9,1.3
COC(=O)CCC(=O)NNC(=O)c1ccc(Br)cc1,92.4,-0.5,99.2,4.7,2.3,-0.3,95.1,-0.6
O=C(NCc1ccccc1)/C(=C/c1cccc([N+](=O)[O-])c1)NC(=O)c1ccco1,102.9,-3.8,100.6,1.8,2.4,0.0,98.6,0.9
COc1ccccc1C1CCN(Cc2c(C)[nH]c3ccccc23)CC1,201.0*,3.7,110.0,2.0,7.5,5.6,152.4*,5.3
Cn1cc(CN2CCCC(CNS(=O)(=O)c3cccc4cccnc34)C2)cn1 (stereo unspecified),104.6,11.4,96.9,-0.6,-10.5,11.2,104.1,9.5
O=c1[nH]cc(O)c(=O)[nH]1,108.0,5.5,98.3,1.0,10.2,1.0,108.3,2.8
O=C(c1cccc([N+](=O)[O-])c1)c1ccccn1,106.0,1.9,101.9,1.7,-8.1,3.7,106.3,7.2
CCc1nnc(N/N=C/c2cccs2)n1N,103.8,7.8,96.9,15.0,-2.3,-13.4,95.5,-8.8
CC(=O)c1cccc(NC(=S)NC(=O)Cc2ccc(Cl)cc2)c1,101.9,7.8,91.1,3.1,1.9,-7.0,96.0,3.3
COc1ccccc1NC(=O)C/C(N)=N/OCC(=O)Nc1cccc(Cl)c1,108.9,.,114.6,3.1,.,7.1,115.3,-0.5
CCOc1cc(C2C(C(=O)N3CCOCC3)=C(C)NC3=C2C(=O)CCC3)ccc1O (stereo unspecified),95.2,-7.3,95.2,2.9,14.6,-1.1,92.1,-3.4
CCn1cc(C(=O)NCC(C)C)c(=O)c2cc(F)c(N3CCN(C(=O)c4ccco4)CC3)cc21,166.4,8.3,77.2,-0.6,-12.0,5.7,87.0,9.5
CCn1c2ccccc2c2cc(NC(=O)C(=O)N3CCOCC3)ccc21,100.9,-3.6,96.8,44.0,-14.4,1.5,96.6,-0.6

# Three entries from above, arranged by count of non-hydrogen atoms, ascending:
SMILES,MEP2-GFP yeast,EBNA-1 inh,RPL19A-GFP yeast,AHR act,ZTA DNA inh,proCasp7 act,LAP4 TOR yeast,proCasp3 act
O=c1[nH]cc(O)c(=O)[nH]1,108.0,5.5,98.3,1.0,10.2,1.0,108.3,2.8
COc1ccccc1NC(=O)C/C(N)=N/OCC(=O)Nc1cccc(Cl)c1,108.9,.,114.6,3.1,.,7.1,115.3,-0.5
CCOc1cc(C2C(C(=O)N3CCOCC3)=C(C)NC3=C2C(=O)CCC3)ccc1O (stereo unspecified),95.2,-7.3,95.2,2.9,14.6,-1.1,92.1,-3.4

# The list goes on:
SMILES,MEP2-GFP yeast,EBNA-1 inh,RPL19A-GFP yeast,AHR act,ZTA DNA inh,proCasp7 act,LAP4 TOR yeast,proCasp3 act
COc1ccc(CC(=O)NNC(=O)c2cc(C)oc2C)cc1OC,103.1,-8.5,102.9,0.1,0.1,9.9,99.3,0.2
CCOc1ccc(NC(=O)c2ccc(NC(=S)NC3CCCCC3)cc2)cc1,100.0,-4.7,107.0,-0.1,0.7,11.5,100.1,-11.0
Cc1c(CCC(=O)O)c(=O)oc2cc(OCc3cccc(Cl)c3)ccc12,100.3,6.8,99.1,0.4,10.4,5.7,91.3,1.6
CCc1nnc(NC(=O)C2Cc3ccccc3CN2S(=O)(=O)c2cccs2)s1 (stereo unspecified),94.0,0.8,.,2.6,15.3,0.8,95.2,5.6
O=C(/C=C/c1ccc([N+](=O)[O-])cc1)N1CCN(S(=O)(=O)c2ccccc2)CC1,94.8,.,95.7,2.2,-1.1,2.6,93.0,-3.4
CCOc1ccc(CCNC(=O)C2CCN(c3nn4c(=O)cc(C)nc4s3)CC2)cc1,91.5,0.9,88.0,-1.3,5.5,2.6,94.0,6.4
O=C(Cn1cccc1C(=O)c1ccccc1)NCc1ccccc1Cl,101.0,6.6,100.8,10.7,-2.9,10.1,93.2,0.4
Cn1ncc(Cl)c1C(=O)N/N=C/c1cc2c(cc1[N+](=O)[O-])OCO2,110.5,-9.7,101.2,11.0,1.5,-4.2,91.9,1.1
Brc1ccc(-c2nnc3sc(CNCc4ccc5c(c4)OCO5)cn23)cc1,91.8,9.5,95.6,65.4*,-1.0,11.9,97.1,-4.3
CCCc1nn(C)c2c(=O)[nH]c(-c3ccccc3OCC)nc12,109.1,5.4,107.7,20.7,-2.6,-1.5,99.3,-0.3
Cc1ccc(C(C)C)cc1OCC(=O)Nc1ccccc1N1CCCC1,104.2,13.4,106.1,2.2,-3.4,9.3,96.9,4.7
Cc1ccccc1CC(=O)Nc1ccc(S(=O)(=O)N2CCN(C)CC2)cc1,95.1,-4.0,96.6,2.2,3.1,-1.1,94.1,-0.5
Cc1nc(CN2CCN(C(=O)c3ccc(Br)cc3)CC2)cs1,91.8,-6.6,87.3,3.0,2.8,8.2,89.7,3.7
CCCNC(=O)c1ccc(Cn2cc(C(F)(F)F)ccc2=O)cc1,99.6,-1.9,97.5,-0.5,4.3,6.3,95.2,-4.7
CCN(CC)S(=O)(=O)c1cc(NC(=O)COC(=O)Cn2cnc3ccccc32)ccc1C,104.5,11.6,95.0,-1.1,9.1,5.7,98.1,-0.3
CCc1ccc(-n2c(Cc3ccccc3)n[nH]c2=S)cc1,95.9,-4.0,97.0,0.8,17.5,-34.5,98.6,-21.6
O=C(Nc1nccs1)c1cccc(NC(=O)C(F)(F)F)c1,101.2,12.1,100.7,11.6,19.7,5.0,98.1,-1.7
CC(C)(C)c1cc(/C=N/NC(=O)Cc2nc3ccccc3[nH]2)cc(C(C)(C)C)c1O,101.5,-10.2,95.7,15.4,-4.1,3.3,98.7,-5.0
C=CCn1c(SCc2ccc(C#N)cc2)nnc1-c1cccc(OC)c1,107.1,-0.1,102.4,2.7,-15.8,5.2,105.0,2.0
O=C(NC1CCN(Cc2ccccc2)CC1)c1ccc(Oc2cc(Cl)cc(Cl)c2)o1,103.8,-10.5,96.0,0.6,0.2,10.4,104.3,8.5
CCC(C)N1C(=O)CCC1C(=O)NCCc1ccc(Cl)cc1 (stereo unspecified),110.7,-3.6,103.0,0.2,0.7,7.3,96.6,-7.2
O=c1oc(-c2ccc(Br)o2)nc2ccccc12,100.9,0.1,100.7,7.6,-6.8,-1.8,125.0,-4.2
COc1cc2c(=O)n(Cc3ccccc3)c(=O)n(CC(=O)C(C)(C)C)c2cc1OC,100.4,5.5,100.8,0.3,3.4,7.4,102.7,5.5
CNC(=O)NC(=O)COc1c(F)c(F)cc(F)c1F,105.7,-9.9,109.0,-1.2,-9.3,1.4,106.6,3.9
CCC(=O)NC(=S)Nc1ccccc1OC,88.6,-4.7,93.7,15.0,-14.7,-1.4,69.5,7.5
S=C(Nc1cccc(Cl)c1Cl)N1CCC2(CC1)OCCO2,88.8,-9.3,89.9,4.1,-15.1,-10.2,87.4,-6.6
Cc1ccccc1NC(=O)COc1ccc(S(=O)(=O)N2CCCC2)cc1C,105.5,17.4,111.4,3.4,4.7,-4.6,99.3,-0.9
CCn1c2ccc(C)cc2c2nnc(NN)nc21,104.5,-3.8,97.2,2.7,-4.8,-6.2,104.4,3.5
CSCC[C@H](NC(=O)CC(C)(C)C)c1nc2ccccc2[nH]1,105.3,-1.5,99.6,2.3,-4.0,20.9,100.7,2.0

# Reformatted: 4 of the compounds above.
Cc1c(CCC(=O)O)c(=O)oc2cc(OCc3cccc(Cl)c3)ccc12
  MEP2-GFP yeast: 100.3	EBNA-1 inh: 6.8	RPL19A-GFP yeast: 99.1	AHR act: 0.4	ZTA DNA inh: 10.4	proCasp7 act: 5.7	LAP4 TOR yeast: 91.3	proCasp3 act: 1.6

CCc1nnc(NC(=O)C2Cc3ccccc3CN2S(=O)(=O)c2cccs2)s1 (stereo unspecified)
  MEP2-GFP yeast: 94.0	EBNA-1 inh: 0.8	RPL19A-GFP yeast: .	AHR act: 2.6	ZTA DNA inh: 15.3	proCasp7 act: 0.8	LAP4 TOR yeast: 95.2	proCasp3 act: 5.6

O=C(/C=C/c1ccc([N+](=O)[O-])cc1)N1CCN(S(=O)(=O)c2ccccc2)CC1
  MEP2-GFP yeast: 94.8	EBNA-1 inh: .	RPL19A-GFP yeast: 95.7	AHR act: 2.2	ZTA DNA inh: -1.1	proCasp7 act: 2.6	LAP4 TOR yeast: 93.0	proCasp3 act: -3.4

CCOc1ccc(CCNC(=O)C2CCN(c3nn4c(=O)cc(C)nc4s3)CC2)cc1
  MEP2-GFP yeast: 91.5	EBNA-1 inh: 0.9	RPL19A-GFP yeast: 88.0	AHR act: -1.3	ZTA DNA inh: 5.5	proCasp7 act: 2.6	LAP4 TOR yeast: 94.0	proCasp3 act: 6.4

# Compounds as they come; 3.8% or so of the library scored in one or more.
